# Source: PubChem BioAssay
# TEAD-YAP inh: TEAD-YAP interaction inhibition, primary screen, TEAD-YAP interaction inhibitor project, luminescence, HEK-TIYL cells | TEAD-Gal4/YAP UAS-luciferase luminescence | 1.4% of 640,000 active | inhibition, % at 9.12 µM | AID 1259422, 2018; in the data active = inhibition above about 32%;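 also: 0% = median of test compound wells and 100% = reference inhibitor wells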
# MITF inh: MITF inhibitors, primary screen, biochemical, AlphaScreen, human; Microphthalmia-associated transcription factor (Homo sapiens), O75030; AlphaScreen MITF homodimerization, bead proximity signal; inhibition, % at 2.6 µM; 0.91% of 650,000 active; in the data active = inhibition above about 50%;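 also: 0% = vehicle wells with protein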
# GPR151 activ: activators of human GPR151, primary screen, cell-based, PathHunter beta-arrestin, luminescence | PathHunter beta-arrestin GPR151 cells | activation, % at 11.2 µM | 1% of 650,000 active | AID 1508602, 2020; in the data active = activation above about 4.9%;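 also: 0% = median of compound wells and 100% = cells with positive control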
# FBW7 activator: FBW7 E3 ligase activators, primary screen, biochemical, AlphaScreen, human; 0.13% of 650,000 active; AlphaScreen FBW7–phospho-cyclin E peptide binding, activator screen; AID 1259310, 2017; normalized activity (activation), % at 26.1 µM; in the data active = normalized activity above about 1.9%;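 also: purified mutant Fbw7 with reduced substrate affinity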
# Target sequence (Q969H0 whole entry, looked up): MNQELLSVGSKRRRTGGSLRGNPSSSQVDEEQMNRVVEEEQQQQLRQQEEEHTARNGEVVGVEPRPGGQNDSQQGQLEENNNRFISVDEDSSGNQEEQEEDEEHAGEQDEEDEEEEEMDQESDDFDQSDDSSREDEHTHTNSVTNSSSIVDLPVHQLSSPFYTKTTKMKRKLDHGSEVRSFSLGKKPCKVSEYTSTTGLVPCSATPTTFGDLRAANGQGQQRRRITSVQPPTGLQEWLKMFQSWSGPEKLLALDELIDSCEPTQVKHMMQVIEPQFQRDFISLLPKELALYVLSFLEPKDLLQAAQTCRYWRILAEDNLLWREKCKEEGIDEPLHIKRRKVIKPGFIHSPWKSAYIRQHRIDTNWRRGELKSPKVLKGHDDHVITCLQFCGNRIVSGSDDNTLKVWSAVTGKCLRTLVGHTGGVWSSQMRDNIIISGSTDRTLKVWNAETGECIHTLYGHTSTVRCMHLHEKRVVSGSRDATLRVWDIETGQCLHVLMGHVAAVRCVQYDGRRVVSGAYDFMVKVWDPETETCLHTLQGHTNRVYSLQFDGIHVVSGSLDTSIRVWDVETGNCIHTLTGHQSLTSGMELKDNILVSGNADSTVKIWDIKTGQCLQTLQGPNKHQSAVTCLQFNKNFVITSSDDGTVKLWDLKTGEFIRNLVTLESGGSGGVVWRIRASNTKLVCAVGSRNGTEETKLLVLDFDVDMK
# * hit, by the source's call.
SMILES,TEAD-YAP inh,MITF inh,GPR151 activ,FBW7 activator
CC1CCCC(C)N1CCNC(=O)c1ccc2c(c1)NC(=O)C(N1CCCCC1)S2 (stereo not drawn),-5,16,1.1,1.2
CCC(C)/C(C)=N\NC(=O)CNC(=O)c1ccc(Cl)cc1 (stereo not drawn),12,12,-1.1,0.0
COc1ccc(C2C(C(=O)Nc3cc(OC)ccc3OC)c3ccccc3C(=O)N2C)cc1 (stereo not drawn),-16,6,0.0,0.0
Cc1cc2c(c(-c3cnccn3)c1)OC(CNC(=O)C1(N3CCCC3)CCCC1)C2 (stereo not drawn),4,3,-1.5,0.1
COc1ccc(-c2cn3c4c(=O)n(C)c(=O)n(C)c4nc3n2-c2ccc(F)cc2)cc1,-7,-5,2.8,0.1
COc1cc(OC)c(CN2CCC(N3CCCCC3)CC2)cc1Br,1,12,-0.5,0.2
Cc1cc(-c2[nH]nc3c2C(c2cccc(O)c2)C(C#N)=C(N)O3)c(C)s1 (stereo not drawn),-3,-12,-0.6,0.0
CCOc1cc(CN2Cc3ccc(OC)cc3OC(C)C2)ccc1OC (stereo not drawn),11,12,1.2,-0.1
COc1ccc(C(=O)NC(NC(C)(C)C)C(Cl)(Cl)Cl)cc1 (stereo not drawn),-7,1,0.9,-0.1
CCOC(=O)C1=C(C)N=c2s/c(=C\c3cccc(O)c3)c(=O)n2C1c1c(OC)ccc2ccc(OC)cc12 (stereo not drawn),3,18,-1.4,-0.2
CN(C)c1ccc(NC(=O)CN2CCC(N3CCCCC3)CC2)cc1,5,40,-0.2,0.5
CCOc1cc(CN2CCCC(CNC(=O)c3ccc(F)cc3)C2)ccc1OC (stereo not drawn),-2,23,0.8,0.1
CSc1ccccc1C(=O)N1CCOCC1,0,4,-1.3,0.1
O=[N+]([O-])c1ccccc1/C=C/CN1CCCCC1CO (stereo not drawn),7,18,0.5,0.2
CCC(COC)NC(=O)c1cc(COc2cccc3cnccc23)on1 (stereo not drawn),9,8,1.4,0.1
O=C1c2ccccc2NC(c2ccc(Cl)cc2Cl)N1c1ccc(F)c(Cl)c1 (stereo not drawn),-52,-6,-2.0,0.3
C[C@H](O)[C@H]1NC(=O)[C@H]2CN(C(=O)c3ccc(-c4ccccc4)cc3)CCN2C1=O,-5,12,1.4,-0.2
N#C/C(=C\c1ccc(O)c([N+](=O)[O-])c1)c1nc2ccccc2s1,-2,15,-5.3,-0.7
COC(=O)c1ccccc1NC(=O)C1(S(=O)(=O)c2ccc(Cl)cc2)CC1,4,-5,0.6,0.0
Cc1cc(C)nc(NC(=O)c2cc(-c3ccc(Br)cc3)nc3ccccc23)c1,-9,-5,-0.8,-0.1
O=C(Nc1ccc2oc(-c3ccccc3F)nc2c1)c1ccc(Cl)cc1Cl,-10,22,-0.1,0.0
CCOc1ccc(N(C(C)C(=O)Nc2cccc([N+](=O)[O-])c2)S(C)(=O)=O)cc1 (stereo not drawn),0,-6,1.0,0.0
O=c1c2ccccc2cnn1CCOCCOc1ccccc1,-27,-1,1.9,-0.1
O=C(Nc1ccccc1)c1cccc(-c2ccccc2)n1,7,-9,0.5,0.4
CCc1ccc(NC(=O)CSc2nc(C)c(C(=O)Nc3ccccc3)c(-c3ccc(OC)cc3)c2C#N)cc1,7,17,1.7,0.1

# Grouped by structure: those above containing bromine (two)
SMILES,TEAD-YAP inh,MITF inh,GPR151 activ,FBW7 activator
COc1cc(OC)c(CN2CCC(N3CCCCC3)CC2)cc1Br,1,12,-0.5,0.2
Cc1cc(C)nc(NC(=O)c2cc(-c3ccc(Br)cc3)nc3ccccc23)c1,-9,-5,-0.8,-0.1

# Of the compounds above, these contain a cyano group.
SMILES,TEAD-YAP inh,MITF inh,GPR151 activ,FBW7 activator
Cc1cc(-c2[nH]nc3c2C(c2cccc(O)c2)C(C#N)=C(N)O3)c(C)s1 (stereo not drawn),-3,-12,-0.6,0.0
N#C/C(=C\c1ccc(O)c([N+](=O)[O-])c1)c1nc2ccccc2s1,-2,15,-5.3,-0.7
CCc1ccc(NC(=O)CSc2nc(C)c(C(=O)Nc3ccccc3)c(-c3ccc(OC)cc3)c2C#N)cc1,7,17,1.7,0.1

# (cont.)
SMILES,TEAD-YAP inh,MITF inh,GPR151 activ,FBW7 activator
COc1ccccc1C(=O)NC1(C(F)(F)F)NC(=O)N(c2ccc(C)c(C)c2)C1=O (stereo not drawn),-5,-1,7.3*,0.5
CCCN(CCC)CCNS(=O)(=O)c1ccc2c(c1)CCN2C(=O)C1CCC1,-11,10,-0.7,0.0
COc1cc(C(=O)Nc2ccc3nc4n(c(=O)c3c2)CCCC4)ccc1Br,2,-9,0.3,-0.2
Cc1cccc(Cc2nnc(CCC(=O)N3CCCC3c3ccc(F)cc3)o2)c1 (stereo not drawn),-63,-4,-0.4,0.1
CCOC(=O)C1=C(C)N=c2s/c(=C\c3ccccc3OCc3ccc(Cl)cc3)c(=O)n2C1c1ccc2c(c1)OCO2 (stereo not drawn),-3,14,-1.0,0.2
CC1CN(CCC(=O)N2CCC(C(O)c3cccs3)CC2)Cc2cc(Cl)ccc2O1 (stereo not drawn),9,9,-0.5,0.3
COc1ccccc1/C=C(\C#N)C(=O)Nc1cccc(F)c1,6,13,0.5,0.1
CC(Sc1ccccc1)C(=O)Nc1ccc(S(=O)(=O)N2CCOCC2)cc1 (stereo not drawn),-3,4,-1.7,0.0
COc1nccnc1NS(=O)(=O)c1ccc(NC(=O)c2sc3ccccc3c2Cl)cc1,2,-7,0.5,0.1
CCOC(=O)CSC/C(=N/Nc1ccccc1)c1cccs1,3,-2,1.9,-0.1
NC(=O)c1cc2ccccc2oc1=Nc1cc(C(F)(F)F)ccc1Cl,6,-6,2.1,0.0
COc1ccccc1C(=O)NNC(=O)C12CC3CC(CC(C3)C1)C2,8,2,-0.5,-0.1
CCOc1cccc(C2CC(c3ccc(Cl)cc3)=NC(c3ccccc3OC)N2)c1O (stereo not drawn),13,18,0.1,0.4
O=S(=O)(O)c1ccc(N/N=C2\CCc3ccccc32)cc1,16,67*,-0.6,-0.3
COC(=O)c1ccc(C)c(-n2c(C)cc(C=C3C(=O)NC(=O)NC3=O)c2C)c1,3,10,2.5,-0.7
O=C(NC1CCCCC1)c1cc2nc(-c3ccc([N+](=O)[O-])cc3)cc(C(F)(F)F)n2n1,1,6,1.9,0.4
CNC(=O)/C(=C\c1cccc([N+](=O)[O-])c1)NC(=O)c1ccco1,1,4,0.0,-0.2
CCCn1c2ccccc2c2nnc(SC(CC)C(=O)Nc3ccc(OC(F)(F)F)cc3)nc21 (stereo not drawn),-10,12,1.9,0.0
Cc1nc(-c2ccc(NC(=O)CCc3ccccc3)cc2)cs1,-21,-11,0.8,-0.2
CCSc1nnc(-c2cc(Br)ccc2N)c(=O)[nH]1,1,3,-0.5,-0.1
COCCNc1nc2c(-c3ccc(C)cc3)nnn2c2ccccc12,-22,-14,-0.6,0.1
CC(=O)Nc1ccc(Nc2nc(Nc3ccncn3)nc3c2ncn3Cc2ccc(C(F)(F)F)cc2)cc1,-23,-1,1.4,-0.1
CCCC1(C(=O)OCC)NC(c2cccs2)C2C(=O)N(c3ccc(F)cc3)C(=O)C21 (stereo not drawn),7,15,0.2,-0.1
O=C(CC1S\C(=N/N=C/C=C/c2ccccc2)NC1=O)Nc1ccc(C(=O)O)cc1 (stereo not drawn),-7,1,1.2,0.0
CCOC(=O)CSc1nnc(-c2ccncc2)n1-c1ccccc1,-6,9,1.2,0.1

# The listing continues.
SMILES,TEAD-YAP inh,MITF inh,GPR151 activ,FBW7 activator
O=C(CN(Cc1c(F)cccc1Cl)S(=O)(=O)c1ccc(Cl)cc1)NC1CC1,4,2,0.2,0.0
COC(=O)C1=C(C)NC(=O)C1(Nc1nc2ccccc2s1)C(F)(F)F (stereo not drawn),16,12,0.0,0.6
CN(C)S(=O)(=O)c1cc(NC(=S)NC2CC3CCC2C3)ccc1Cl (stereo not drawn),2,3,0.0,-0.1
COc1cc(NC(=O)c2ccc3nc(-c4ccc(N5CCN(C)CC5)cc4)sc3c2)cc(OC)c1OC,62*,11,-2.1,0.3
CC1CCc2nc(NC(=O)C3CCCO3)sc2C1 (stereo not drawn),15,4,0.3,0.1
CC(=O)Nc1ccc(S(=O)(=O)N2CCN(Cc3ccccc3C)CC2)cc1,-1,12,-0.1,0.3
COc1ccccc1NC(=O)CCN1CCN(C)CC1,14,-1,1.2,0.1
Oc1ccc(Br)cc1C1CC(c2cccc(Br)c2)=NC(c2ccc(Cl)cc2)N1 (stereo not drawn),22,3,-1.0,-0.2
COC(=O)C1=C(O)/C(=C/c2ccccn2)SC1=Nc1ccccc1,6,-11,2.9,0.1
CC(Oc1ccc(Br)cc1)C(=O)N1CCN(c2ccccn2)CC1 (stereo not drawn),14,10,2.5,0.6
Cc1ccc(C)c(Oc2coc3cc(OC(=O)c4ccc(Cl)cc4)ccc3c2=O)c1,-7,11,-2.3,0.3
O=C(Nc1nnc(SCCN2CCCC2)s1)c1c(F)cccc1F,-4,8,-0.4,0.1
CCOC(=O)C1=C(C)N(c2ccc(OC)cc2)C(=O)/C1=C\c1ccc(O)cc1,2,-7,0.1,0.0
CCOC(=O)C1CCN(C(=S)Nc2cc(C(=O)OC)ccc2C(=O)OC)CC1,-3,16,-0.2,0.1
CC1=C(C(=O)OCC(C)C)C(c2cccs2)C2=C(CCCC2=O)N1 (stereo not drawn),4,2,1.3,0.0
CC(C)c1ccc(N(CC(=O)N2CCN(c3ccc(F)cc3)CC2)S(C)(=O)=O)cc1,1,1,2.7,-0.1
O=C(CN1C(=O)C(=O)N(Cc2ccccc2)C1=O)Nc1ccc(N2CCOCC2)cc1,5,-4,3.2,-0.1
CCOCCOC(=O)c1ccc(NC(=O)COc2ccc([N+](=O)[O-])cc2)cc1,-1,-6,0.5,-0.1
CC(=C\c1ccccc1)/C=C1N=C(/C=C/c2ccccc2)OC/1=O,0,6,-1.1,-0.1
Cc1ccc(SCC(=O)O/N=C(\N)c2cccc([N+](=O)[O-])c2)cc1,4,3,5.2*,-0.3
CNC(=O)C(=O)NCC1(c2ccccc2)CCCC1,1,4,2.7,0.2
COc1ccc(-c2nn(CCC#N)cc2C#N)cc1,-21,9,0.5,0.1
Cc1ccccc1CN1CCNC(=O)C1CC(=O)NC1(c2ccccc2)CC1 (stereo not drawn),14,-5,-0.3,-0.1
CCOC(=O)CC(NS(=O)(=O)c1c(C)ccc2nsnc12)c1ccc(C)cc1 (stereo not drawn),0,-9,2.7,-0.3
COC(=O)COc1ccc(S(=O)(=O)NCc2ccc(OC)cc2)cc1C,-2,14,0.1,0.1

# Other structures.
SMILES,TEAD-YAP inh,MITF inh,GPR151 activ,FBW7 activator
COc1ccc(C2CC(c3cccs3)=NN2C(=O)CSc2nnc(CNC(=O)c3cccc(F)c3)n2-c2ccccc2)cc1 (stereo not drawn),-2,-8,-0.8,0.2
CNc1cc(N2CCCCC2)ccc1[N+](=O)[O-],-5,14,-1.2,0.0
CCC(=O)Nc1cccc(-c2nc3cccnc3s2)c1C,-7,0,0.0,0.1
COc1ccccc1OCC(=O)Nc1cc(C)ccc1O,-48,7,-0.2,0.7
Cc1ccc(-c2nnc(Nc3ccc(C(N)=O)cc3)c3ccccc23)cc1S(=O)(=O)NCCO,-10,4,-0.3,-0.5
Cc1ccc(NC(=O)NC(=O)N(C(C)C)S(C)(=O)=O)nc1,-10,-4,2.8,0.1
CCCCCn1c(CN2CCN(Cc3ccccc3)CC2)nc2c1c(=O)n(C)c(=O)n2C,6,-7,-0.1,-0.1
COc1ccc(-n2nc([N+](=O)[O-])c(=Nc3ccc(Br)cc3F)n2O)cc1,2,7,-1.2,-0.1
Cc1ccc(Br)cc1-n1c(=O)c2cc3c(=O)n(-c4cc(Br)ccc4C)c(=O)c3cc2c1=O,-3,0,0.7,-0.1
COc1ccc(S(=O)(=O)N(C)CC(=O)Nc2ccc(NC(C)=O)cc2)cc1,2,3,3.9,0.1
CN(C)c1ccccc1-c1cnn2c(NCc3ccc(F)cc3)ccnc12,-21,6,0.8,0.0
O=C(CNC(=O)c1cccs1)OCC(=O)c1ccc(Br)cc1,-13,-18,0.1,0.4
COc1ccc(Cl)cc1NC(=O)CSc1ncn[nH]1,5,8,1.3,0.2
Cc1nc(Nc2ccncc2)cc(-c2ccccc2F)n1,2,-6,1.6,0.0
CNC(=O)Nc1cc2sccc2nc1C(F)(F)F,-9,10,3.8,-0.1
CCc1c(C(=O)NCc2ccc(F)cc2)[nH]c(C)c1C(C)=O,-10,-7,-0.2,-0.1
OCCNc1ccnc(Nc2nccc3ccccc23)n1,-8,71*,-0.4,0.0
Cc1ccc(/C=C(\C#N)c2nc3ccccc3c(=O)[nH]2)o1,-11,0,0.1,0.1
CC(C)COc1ccc(C2(C)NC(=O)NC2=O)cc1 (stereo not drawn),-4,-16,0.6,-0.1
COC(CNc1ncc(-c2ccccc2)cn1)OC,-52,-11,0.3,0.1

# Results in TEAD-YAP inh, for 5 of the compounds above:
smiles | TEAD-YAP inh
CCCCCn1c(CN2CCN(Cc3ccccc3)CC2)nc2c1c(=O)n(C)c(=O)n2C | 6
CCc1c(C(=O)NCc2ccc(F)cc2)[nH]c(C)c1C(C)=O | -10
CC(C)COc1ccc(C2(C)NC(=O)NC2=O)cc1 (stereo not drawn) | -4
CNC(=O)Nc1cc2sccc2nc1C(F)(F)F | -9
CN(C)c1ccccc1-c1cnn2c(NCc3ccc(F)cc3)ccnc12 | -21
